# RmlC RmlD mix = inhibitors of RmlC and RmlD coupled enzymes. AID 1532. 0.39% of 110,000 active. inhibition, % at 5.5 µM. RmlC/RmlD coupled enzyme inhibition, 384-well mixture HTS; in the data active means inhibition above about 30%, passing the limit was not always enough; inconclusive means no clear call, values can overlap the other calls; further: strong numbers were not always called active
# RT RNaseH block = inhibitors of HIV-1 reverse transcriptase RNase H. P04585. RT-RNase H RNA/DNA duplex cleavage, fluorescence. inhibition, % at 10 µM. 1.9% of 65,000 active. AID 565; in the data active means inhibition above about 50%
# * marks the source's active call; other numbers are inactive results; ? = inconclusive; . = no result given. An excerpt; count on the stated rates, not on these rows.
SMILES,RmlC RmlD mix,RT RNaseH block
Cc1ccc(-n2[nH]c(C)c(C=Nc3cc(C)ccn3)c2=O)cc1,-12,-6
CN(C)C(=O)N1CCN(C(=O)c2ccco2)CC1,7,-6
CCC1CCCCN1S(=O)(=O)c1ccc2c(c1)CCN2C(=O)C1CCC1 (stereo not given),0,-7
CCOc1ccc(CCNC(=O)CN(C)S(=O)(=O)c2cccc3nsnc23)cc1OCC,?,-19
O=C(Nc1ccc(SC(F)F)cc1)c1ccc2nccnc2c1,-13,11
O=C(CCc1nc2ccccc2[nH]1)Nc1ccc2c(c1)OCCO2,.,-11
O=C(CCC(=O)c1ccc[nH]1)c1ccc(Cl)cc1,6,16
CCC(=NCc1ccc(F)cc1)c1c(O)n(C)c(=O)n(C)c1=O,-7,-4
CNC(=O)c1c(N)sc2c1CCCCC2,10,84*
COC(=O)c1sc(NC(=O)CC(C)C)c(C(=O)OC)c1C,-15,.
COc1cccc(N(CC(=O)Nc2cccc(C(C)=O)c2)S(C)(=O)=O)c1,-7,-3
CCCCOc1ccccc1NC(=O)C=C(C)C,-20,-11
Cc1ccccc1OCC(O)Cn1c(NCc2ccccc2)nc2c1c(=O)[nH]c(=O)n2C (stereo not given),6,.
CCCCCOc1ccc(CSC(=N)N)cc1[N+](=O)[O-],-14,.
Cc1cc2cc(CNC(=O)c3ccc4c(c3)OCO4)ccc2[nH]1,5,5
O=C(CC1CCS(=O)(=O)C1)NC1CCCCC1 (stereo not given),-7,-11
O=c1cc(CN2CCN(CCO)CC2)c2cc3c(cc2o1)CCC3,-4,-11
Clc1ccc(OCCn2ccnc2)c(Cl)c1,-2,-10
CCOC(=O)C(C)Sc1nnc(-c2ccccc2O)n1Cc1ccccc1 (stereo not given),-13,5
CCc1c(C)c2cc(Cl)c(O)c(CN3CCCCC3)c2oc1=O,114,-7
Cc1cnc(C(=O)Nc2ccc(F)cc2)cn1,-12,.
COC(=O)C(Cc1ccc(OC(=O)c2ccc(C)cc2)cc1)N1Cc2ccccc2C1=O (stereo not given),2,.
COc1ccc(CN2CCn3ncc(C(=O)Nc4cccc(C)c4)c3C2=O)cc1,-19,.
CCOc1ccc(C(C)(C)C)cc1S(=O)(=O)n1nc(C)cc1C,7,.
O=C(/C=C/c1ccc(Cl)c([N+](=O)[O-])c1)NCc1cccnc1,-10,.
COC(=O)NC(Nc1sc2c(c1C(N)=O)CCCC2)(C(=O)OC)C(F)(F)F (stereo not given),3,40
c1ccc(Cn2nnc3c(NCCN4CCOCC4)ncnc32)cc1,-4,7
CC1(C)C2CCC13CS(=O)(=O)N[C@@H]3C2 (stereo not given in full),-15,-13
Oc1cccc(/C=N/c2c(-c3ccco3)nc3ccccn23)c1,?,-24
COC(=O)c1coc(-c2ccc(OC)cc2)c1C(=O)OC,5,.
CC(C)(C)NCC(O)COc1cccc2[nH]c(=O)[nH]c12 (stereo not given),9,.
C/C=C\C=C/C(=O)Nc1cccc(C2=NOC3(C2)C[C@@H](C(N)=O)N(C(=O)C2(C)CC2)C3)c1 (stereo not given in full),5,.
Cc1ccc(S(=O)(=O)N2CCCC(C(=O)NC3=NCCS3)C2)cc1 (stereo not given),7,-2
O=S(=O)(c1cccc2cccnc12)N(CCO)CCO,9,-12
COc1ccc(Nc2nc(N)nc(CSc3nccc(C)n3)n2)cc1,-2,.
Cc1nc(S(=O)(=O)c2ccc(Cl)cc2Cl)nc2c1CCC2,?,.
Cc1cccc(OCc2nnc(N)s2)c1C,8,.
COc1cc(C(=O)N2CCN(C(=O)c3ccco3)CC2)cc(OC)c1OC,-11,-9
CCCOC(=O)c1ccc(NC(=O)c2cc(OC)c(OC)c(OC)c2Br)cc1,3,.
COc1ccc(NC(=O)CN2C(=O)c3cccc4cccc2c34)c(OC)c1,13,.
CCCCOC(=O)c1ccc(NS(=O)(=O)c2cc(-c3nnnn3CC)ccc2OC)cc1,.,2
O=C(CN1C(=O)CSC1=O)N1CCc2ccccc2C1,-13,-8
O=C(Nc1ccc(S(=O)(=O)N2CCCCC2)cc1)c1cnccn1,3,6
CCOC(=O)c1cccc(NC(=O)c2ccc(F)cc2F)c1,-10,.
CCOC(=O)C1Nc2c(cc(C(F)(F)F)cc2[N+](=O)[O-])C2c3ccccc3CC12 (stereo not given),7,.
CC(C)(C)c1ccc(O)c(/C=N\O)c1,-10,.
c1ccc(CCN2CN(CCCN3CCOCC3)c3nc4ccccc4n3C2)cc1,4,3
CCOc1cccc(N2C(=O)CC(N3CCN(c4ccc(S(=O)(=O)CC)cc4)CC3)C2=O)c1 (stereo not given),12,.
CCC1(CC)Cc2ccccc2C(Nc2c(C)n(C)n(-c3ccccc3)c2=O)=N1,2,.
Cn1c(=O)c(Oc2cc(Cl)cc(Cl)c2)nc2ccccc21,-30,.
O=C(Nc1ccc2nc(-c3ccc4nc[nH]c4c3)[nH]c2c1)c1cccs1,15,.
CCOc1ccc2[nH]c(=O)c(CN(CC3COCCO3)C(=O)C3CC3)cc2c1 (stereo not given),.,-13
CC(=O)NC(Cc1ccccc1)C(=O)N1CCN(C(=O)c2cccs2)CC1 (stereo not given),20,2
O=C(Nc1cccc(F)c1)c1ccc(-c2ccccc2C(F)(F)F)o1,6,.
CC1(c2nnc(-c3ccc(Cl)cc3)o2)CC(c2cccc(Cl)c2)=NO1 (stereo not given),-2,.
C=CCc1cccc2cc(C(=O)OCC)c(=O)oc12,.,-16
O=C(Nc1ccccc1C(=O)NCc1ccco1)c1ccccc1,7,-11
CCOc1cc(C(c2c(C)[nH][nH]c2=O)c2c(C)[nH][nH]c2=O)ccc1OS(=O)(=O)c1ccc(C)cc1,-14,.
CCOc1cccc2cc(-c3nnc(-c4ccccc4)o3)c(=O)oc12,.,-6
Cc1ccc(NS(=O)(=O)c2cc(C(=O)N3CCc4ccccc4C3)ccc2Cl)cc1,3,.

# Next structures.
SMILES,RmlC RmlD mix,RT RNaseH block
COc1ccc(C(c2nnnn2Cc2ccccc2)N2CCN(c3nc4ccccc4s3)CC2)cc1 (stereo not given),-15,1
COC(=O)CN(c1ccc(OC)c(OC)c1)S(C)(=O)=O,-12,-21
COc1ccc(CNC(=O)C2CC(c3cc(C(F)(F)F)cc(C(F)(F)F)c3)=NO2)cc1 (stereo not given),5,.
CCSc1nc2c(c(=O)[nH]c(=O)n2C)n1CC(O)COc1ccccc1C (stereo not given),6,76*
Cn1cccc1Cc1nnc(SCC(=O)N2CCOCC2)n1-c1ccc(F)cc1,-8,0
Cc1nc(-c2ccccc2)sc1C(N)=O,-15,-1
CN(C(=O)c1ccccc1NC(=O)C(F)(F)F)c1ccccc1,14,.
O=C(NCC1COc2ccccc2O1)Nc1ccccc1F (stereo not given),-3,-38
CCOC(=O)N1CCN(C(=O)C2CCCN(c3ncnc4c3sc3cccc(F)c34)C2)CC1 (stereo not given),.,0
CN1CCCN(Cc2ccccc2C(F)(F)F)CC1,6,3
COC(=O)C1=C(c2cc3ccccc3s2)C[C@@H]2CC[C@H]1N2C(=O)NCCCOC(C)C,14,.
COc1ccc2c(c1)CCc1c-2n[nH]c1C(=O)O,-9,-1
Cc1snc(S(=O)(=O)Cc2ccccc2Cl)c1C#N,-9,.
CCOC(=O)N1CCC(N2Cc3cccc(C(=O)NCc4ccc5c(c4)OCO5)c3C2=O)CC1,.,-1
Cc1ccc(NC(=O)Cn2cc3c(n2)CCC(C)C3)cc1 (stereo not given),6,27
CCOC(=O)c1ccc(NC(=O)COc2ccccc2OC)cc1,6,-15
CC(C)NC(=O)c1ccccc1S(=O)(=O)c1ccccc1C#N,10,.
CC(C)(C)C(=O)C(CO)(Oc1ccc(Cl)cc1)n1cncn1 (stereo not given),-8,-4
CC(=O)N=c1sc(S(N)(=O)=O)nn1C,-15,67*
COc1cc(C2NC(=O)c3ccccc3O2)cc(OC)c1OC (stereo not given),-6,-1
Nc1nc(-c2ccc(Cl)cc2)cn1N,-45,.
CCc1nc(SCc2ccccn2)c2c(=O)n(C)c(=O)n(C)c2n1,7,-48
O=C(CC1NC(=O)NC1=O)Nc1cccc2ccccc12 (stereo not given),0,0
Cc1ccc2[nH]c(=O)c(CN(CCO)C(=O)NCc3ccccc3)cc2c1,8,0
N#Cc1nc(COc2ccc(Br)cc2)oc1N1CCN(Cc2ccccc2)CC1,9,-1
CCCCC(=O)NC(c1cccc([N+](=O)[O-])c1)c1c(OC(C)=O)ccc2ccccc12 (stereo not given),16,.
Clc1nnc2ccc(-c3ccccc3)nn12,9,-15
Cc1ccc2oc(-c3cccc(NC(=O)C4CCCO4)c3)nc2c1 (stereo not given),-6,-13
C/C(=C(\C#N)C(=O)NC1CCCCC1)N(C)C,6,-13
Cc1nc(SCc2ccc(Br)cc2)[nH]c(=O)c1C,-7,-49
CCCN(CCC)C(=O)c1c(C)[nH]c(C(=O)OCC)c1C,3,-3
CCS(=O)(=O)c1ccc2c(c1)N(S(C)(=O)=O)CC(C(=O)NC1CC1)O2 (stereo not given),0,.
CN1CCN(S(=O)(=O)c2cc([N+](=O)[O-])ccc2N2CCCCCC2)CC1,-6,.
COC(=O)c1[nH]c2cccc(OC)c2c1NC(=O)CN1CC(C)OC(C)C1 (stereo not given),15,.
COC(=O)c1ccc(Cl)c(-c2ccc(/C=N/NC(=O)Nc3ccccc3)o2)c1,-13,.
CCOC(=O)C1CCN(S(=O)(=O)c2cccc(-c3csc(C)n3)c2)CC1,4,23
COc1cccc(CN2C(=O)C3CCCN3c3ccc(S(=O)(=O)N4CCOCC4)cc32)c1 (stereo not given),22,.
Cc1nn(CCC#N)c2nc(C(F)(F)F)[nH]c(=O)c12,6,-7
Cc1cc(N2CCCCC2)nc2ccc(NC(=O)c3ccc(Br)o3)cc12,7,.

# Compound activity: PubChem, several laboratories
